RECQ1 helicase: RECQ1 (human) helicase inhibition; 240,000 compounds, 0.54% hits; P46063; RECQ1 DNA unwinding, red fluorescence kinetic read; AID 2549; Potency, µM (top dose mostly 57.3 µM), for inactives: top-dose activity, negative = inhibition, usual class: inhibitors;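 also: plate controls were vehicle for no effect and no enzyme for full effect; nearly all actives have a fitted effect of over 30% in size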
Target sequence (P46063 whole entry, looked up): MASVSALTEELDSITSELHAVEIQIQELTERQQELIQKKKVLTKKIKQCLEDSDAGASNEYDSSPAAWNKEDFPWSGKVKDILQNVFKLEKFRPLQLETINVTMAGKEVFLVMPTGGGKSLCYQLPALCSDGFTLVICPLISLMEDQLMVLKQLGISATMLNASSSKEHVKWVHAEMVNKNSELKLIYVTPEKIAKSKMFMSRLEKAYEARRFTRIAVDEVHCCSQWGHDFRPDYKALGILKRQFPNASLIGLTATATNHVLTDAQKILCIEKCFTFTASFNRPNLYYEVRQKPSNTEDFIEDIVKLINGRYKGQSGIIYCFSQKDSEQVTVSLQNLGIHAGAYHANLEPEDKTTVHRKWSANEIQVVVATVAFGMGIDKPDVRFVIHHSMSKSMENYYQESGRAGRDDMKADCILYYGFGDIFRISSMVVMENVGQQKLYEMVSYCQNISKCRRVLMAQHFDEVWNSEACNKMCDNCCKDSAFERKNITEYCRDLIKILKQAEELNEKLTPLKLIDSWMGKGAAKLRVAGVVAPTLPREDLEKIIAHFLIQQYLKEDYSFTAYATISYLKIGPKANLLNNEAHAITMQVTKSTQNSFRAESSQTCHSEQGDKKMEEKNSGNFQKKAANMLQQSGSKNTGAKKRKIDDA
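RECQ1T1 50 nM; forked duplex (20 bp + 30-nt ss tails) 200 nM, ATP 2 mM final; pH 8.0, 2 mM MgCl2, 2.5 ug/ml poly(dI-dC); 15 min compound preincubation; discontinuous kinetic read over 2 h at RT.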
Tau ThT inhib: inhibitors of human tau fibril formation, thioflavin T binding; P10636; Potency, µM (highest dose often 57.4 µM), for inactives: at the highest dose activity, negative = inhibition, actives largely listed as inhibitors; 270,000 compounds, 2.1% hits; recombinant tau K18 P301L, heparin-induced fibrillization, ThT fluorescence; also: % is scaled to controls: 0 for no effect and ±100 for the full control effect; nearly all actives have a fitted effect of over 55% in size
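ThT emission at 510 nm, taken 1 hr after adding 30 uM dye, quantifies aggregates formed when 20 uM heparin acts on human tau K18 P301L for 6 hr at 37 C.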
L3MBTL1 inh: blocks human L3MBTL1; AlphaScreen L3MBTL1–H3K9me1 peptide binding; Potency, µM (highest dose often 57.1 µM), for inactives: at the top dose activity, negative = inhibition, actives largely listed as inhibitors; Q9Y468; AID 485360; 230,000 compounds, 0.66% hits; also: % is scaled to controls: 0 for no effect and ±100 for the full control effect; nearly all actives have a fitted effect of over 60% in size
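L3MBTL1 (50 nM) pre-complexed 30 min with biotinylated H3(1-15)K9me1 peptide (75 nM), then compounds added for 30 min at room temperature; AlphaScreen streptavidin donor/nickel chelate acceptor beads (10 ug/mL final) read after 30 min dark incubation.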
TRb SRC2 PPI: disrupts binding of human TR beta to SRC2. P10828. TRbeta-SRC2 peptide binding, fluorescence polarization; receptor liganded with 1 µM T3. 280,000 compounds, 0.065% hits. Potency, µM (titrated, usually from 106 µM), for the others: top-dose activity change, negative = inhibition, usual class: inhibitors;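 also: plate controls were bound peptide for no effect and peptide without receptor for full effect; nearly all actives have a fitted effect of over 50% in size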
Target sequence (P10828 whole entry, looked up): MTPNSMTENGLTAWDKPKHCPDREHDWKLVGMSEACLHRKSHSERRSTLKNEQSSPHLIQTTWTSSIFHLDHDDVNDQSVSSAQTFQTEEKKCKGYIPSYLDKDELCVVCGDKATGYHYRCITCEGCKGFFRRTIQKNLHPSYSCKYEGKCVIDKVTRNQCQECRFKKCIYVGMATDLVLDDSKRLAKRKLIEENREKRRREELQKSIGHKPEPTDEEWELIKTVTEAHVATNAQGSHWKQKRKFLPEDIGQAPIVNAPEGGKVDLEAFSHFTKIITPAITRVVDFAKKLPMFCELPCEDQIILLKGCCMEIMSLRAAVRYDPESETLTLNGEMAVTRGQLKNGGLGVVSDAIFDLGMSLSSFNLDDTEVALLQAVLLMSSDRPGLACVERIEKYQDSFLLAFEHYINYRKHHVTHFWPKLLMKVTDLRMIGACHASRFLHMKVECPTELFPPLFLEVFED
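Quantitative HTS by FP: 0.6 uM TRb LBD, 20 nM labeled SRC2 20-mer, 1 uM T3, 5% DMSO; 5 hr ambient incubation; % activity per concentration and potencies from concentration series.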
Tau FP inhib: tau fibrillization inhibition (FP); P10636; K18 P301L tau heparin fibrillization, Alexa594 FP, 6 h; Potency, µM (highest dose often 57.7 µM), without a hit: top-dose activity, negative = inhibition, most hits filed as inhibitors; 280,000 compounds, 0.39% hits; also: % is scaled to controls: 0 for no effect and ±100 for the full control effect; nearly all actives have a fitted effect of over 55% in size
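Steps: dispense K18 P301L tau (15 uM plus 0.24 uM Alexa 594 tracer, final) in pH 7 sodium acetate; add compound; add heparin (20 uM final); incubate 6 hr, 37 C; add ThT (30 uM final); after 1 hr ambient, read FP.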
HTT cytoprotect: Huntington cell model cytoprotection by ATP luminescence | PC12 HTT-Q103 induced, cytoprotection, ATP luminescence, 40 h | AID 1471 | 230,000 compounds, 0.14% hits | Potency, µM (highest dose often 56.4 µM), without a hit: cytoprotection (ATP increase), most hits filed as activators;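 also: % of control where 0% means no effect; nearly all actives have a fitted effect of over 45% in size; toxic huntingtin expression switched on by the ecdysone agonist tebufenozide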
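Quantitative HTS on tebufenozide-induced (100 nM) PC12 cells expressing HTTQ103 exon 1–GFP; compounds tested as a concentration series; survival measured via cellular ATP.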
Tau fluor counter: counter-screen for tau fibril formation inhibitors; 280,000 compounds, 0.93% hits; Potency, µM (highest dose often 57.7 µM), for inactives: at the top dose activity change, negative = decrease; tau K18 P301L Alexa594 fluorescence, heparin fibrillization; also: % is scaled to controls: 0 for no effect and ±100 for the full control effect; nearly all actives have a fitted effect of over 55% in size
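Human tau K18 P301L (15 uM unlabeled, 0.24 uM Alexa 594-labeled) in 100 mM sodium acetate pH 7 with 20 uM heparin, 6 hr at 37 C. ThT 30 uM added, 1 hr ambient; Alexa 594 FP and total fluorescence read at 555/632 nm.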
TR SRC2 fluor cs: counter-screen for TRb-SRC2 inhibitors: fluorescence interference; TRb/SRC2 Texas Red total fluorescence interference; Potency, µM (top dose mostly 106 µM), without a hit: at the highest dose fluorescence change, negative = quenching; 280,000 compounds, 0.29% hits; active = well fitted curve in either direction with a large enough effect; inconclusive = small, poorly fitted or top-dose-only effect; also: % is scaled to controls: 0 for no effect and ±100 for the full control effect
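Flags fluorescent or light-absorbing compounds by total fluorescence, S + 2P, at 555 nm excitation and 632 nm emission. Mixture: 20 nM Texas Red SRC2 peptide, 0.6 uM human TRb LBD, 1 uM T3, 5% DMSO; compound exposure 5 h at ambient temperature.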
* = called active by the depositor; i = inactive; ? = inconclusive; nt = no result given; & = joins results of further samples; [ ] = remark or other dose. Unless noted, calls follow the shape of the dose curve; as a rule, active = well fitted curve in the direction sought with a large enough effect; inconclusive = small, poorly fitted or top-dose-only effect, or another doubt; inactive = no such curve, though single readings can be large; an effect the other way counts as inactive or inconclusive. Potency is read from the fitted curve at half-maximal effect.

Values run as follows: TR SRC2 fluor cs, HTT cytoprotect, RECQ1 helicase, Tau ThT inhib, Tau fluor counter, L3MBTL1 inh, Tau FP inhib, TRb SRC2 PPI
CC(C)OC(=O)CC(=O)CSc1nc2c(c(-c3cccs3)c1C#N)CCC2
  -16%, -4%[1.9 µM], 1%, ?, -17%, 7%, -4%, 5%
CCOC(=O)c1ccc(NC(=O)CSCc2ccco2)cc1
  -2%, 18%[10 µM], -19%, ?, -21%, -5%, ?, -19%
Cc1c(Cl)cccc1NC(=O)c1cc(S(=O)(=O)N2CCCCC2)cn1C
  0%, nt, nt, -2%, -11%, nt, -2%, -8%
O=c1c2c3c(sc2ncn1Cc1ccc(F)cc1)CCC3
  -2%, -13%, 13%, ?, ?, nt, -1%, -11%
C=CCN=C1SC(C)(C)C(=O)N1S(=O)(=O)c1ccc(C)cc1
  -1%, -38%[inhibitor], -6%, -8%, -9%, nt, -3%, 6%
Cc1cccc(OCc2nnc(SCC(=O)N3c4ccccc4CCc4ccccc43)o2)c1
  -1%, 8%[10 µM], i, -17%, -18%, nt, -6%, -4%
CC(C)CNS(=O)(=O)c1cc(C(=O)OCC(=O)c2ccc3c(c2)OCCO3)c(Cl)cc1Cl
  0%, ?, -6%, -3%, -29%, 1%, -15%, -1%
COc1ccc(-c2nc(C#N)c(N3CCN(c4ccccc4)CC3)o2)cc1
  1%, -2%, -8%, ?, ?, -10%, 3%, 0%
Cc1ccc(NC(=O)Cc2ccc(-n3c(C)nc4cccnc43)cc2)cc1C
  0%, nt, nt, -2%, -10%, nt, -2%, -5%
COc1ccc(NC(=O)CCSc2nc(-c3ccco3)cc(C(F)(F)F)n2)cc1
  -3%, nt, nt, -4%, -18%, nt, -17%, -2%
O=C(CSc1nnc(-c2ccc(S(=O)(=O)N3CCCC3)cc2)o1)NCC1CCCO1 (centres undefined)
  -1%, 11%[10 µM], i, -13%, -12%, 10%, -3%, -4%
O=C1CS/C(=N/N=C/c2ccccc2)N1Cc1ccco1
  3%, 31%[10 µM], -4%, -20%, -17%, 0%, 0%, -3%
Cc1c(C(=O)Nc2nnc(C(F)(F)F)s2)oc2ccccc12
  0%, -18%, i, 0%, -13%, 6%, 1%, 4%
Cn1cc(C(=O)c2ccc(Cl)cc2)cc1-c1nc2ccccc2n1C
  -2%, -49%[inhibitor], i, ?, -10%, -8%, 9%, 3%
CC1(C)CC(NC(=O)COc2ccc3ccccc3c2)CC(C)(C)N1
  -1%, -14%, 0%, -3%, -3%, 0%, -4%, -9%
Nc1cc2nc3ccccc3oc-2cc1=O
  8%, -5%[10 µM], ?, 7.1µM*, ?, ?, 11µM*, -11%
Cc1ccc(NC(=O)Cc2coc3c(C)c(C)ccc23)cc1Cl
  ?, nt, nt, -2%, -19%, nt, -15%, 4%
Cc1ccc(-c2c(C(=O)NCc3ccc(F)cc3)oc(=O)c3ccccc23)cc1
  1%&-3%, ?, 0%, -11%&-12%, -20%&-15%, -1%, -4%&2%, -7%&-3%
COc1ccc(-n2cc(C(=O)O)c3ccccc3c2=O)cc1
  1%, 1%, -8%, 1%, -3%, nt, -3%, -2%
COc1ccc(CCN2C(=O)C3CC(C)=C(C)CC3C2=O)cc1OC (centres undefined)
  1%, -8%[10 µM], -5%, -18%, -17%, nt, -5%, -5%
c1ccc(-n2c(Cc3cn4ccsc4n3)nnc2N2CCOCC2)cc1
  1%, -3%[10 µM], -10%, -4%, 5%, -1%, 8%, 1%
O=C(CNS(=O)(=O)c1ccc(Br)s1)Nc1ccc2c(c1)OCCO2
  3%, 13%, i, -8%, -10%, -2%, 0%, -10%
CC(Oc1ccccc1F)C(=O)/C=C/N(C)C (centres undefined)
  1%, 3%, i, -6%, -6%, 4%, 0%, -2%
Nc1ncnc(Nc2c(F)cccc2F)n1
  -2%, 24%[10 µM], -3%, -5%, -10%, -1%, -3%, -2%
CC(=O)Nc1ccc(S(=O)(=O)Nc2ccc3c(c2)OCCO3)cc1Cl
  -1%, 10%[10 µM], -8%, nt, 3%[0.0958 µM], nt, 0%[0.0958 µM], 3%
Cc1cccc(NC(=O)c2cccs2)n1
  -2%, -22%[10 µM], i, -5%, 1%, 1%, 3%, -2%
COc1cccc(C(=O)N/N=C/c2cn[nH]c2-c2ccc(OC)cc2OC)c1
  -3%, -10%, -17%, -6%, -4%, 5%, -9%, -8%
COc1ccc(CNC(=O)COC(=O)c2ccccc2C(=O)c2ccccc2)cc1
  -1%, -7%, -2%, -9%, -3%, 7%, 5%, -10%
Cc1nc2[nH]c(=O)c3c(n2n1)NC1=C(C(=O)CC(C)(C)C1)C3c1ccc(F)cc1 (centres undefined)
  0%, ?, -6%, -11%, 0%, 4%, -5%, 1%
Cc1cccc(Cc2nnc(CCC(=O)NCc3ccncc3C)o2)c1
  1%, -41%[10 µM], 18%, 2%, 0%, 6%, 4%, 5%

Brought forward from above: 2 compounds, followed by the next part.
Values run as follows: TR SRC2 fluor cs, HTT cytoprotect, RECQ1 helicase, Tau ThT inhib, Tau fluor counter, L3MBTL1 inh, Tau FP inhib, TRb SRC2 PPI
Cc1nc2[nH]c(=O)c3c(n2n1)NC1=C(C(=O)CC(C)(C)C1)C3c1ccc(F)cc1 (centres undefined)
  0%, ?, -6%, -11%, 0%, 4%, -5%, 1%
Cc1cccc(Cc2nnc(CCC(=O)NCc3ccncc3C)o2)c1
  1%, -41%[10 µM], 18%, 2%, 0%, 6%, 4%, 5%
O=C(NC(=O)N1CCN(C(c2ccccc2)c2ccccc2)CC1)c1ccccc1
  -1%, 3%[10 µM], -7%, -11%, -8%, nt, -1%, -1%
Cc1ccc(CNc2nc(-c3cccs3)nc3ccccc23)cc1
  -2%, ?, i, -14%, ?, 15%, 40µM*, -2%
CCCCC(=O)NS(=O)(=O)c1ccc(N=NN2CCCCC2)cc1
  2%, 22%[10 µM], -7%, 0%, -3%, 9%, 5%, -3%
NNC(=S)NC1CCS(=O)(=O)C1 (centres undefined)
  -3%, 6%[10 µM], -14%, nt, 10%, nt, -3%, -11%
O=C1CC(c2nc3ccccc3n2CCCCOc2ccccc2)CN1c1ccccc1Cl (centres undefined)
  -1%, nt, nt, ?, -17%, nt, 8%, 2%
CCOCCCNCC(=O)Nc1ccccc1N1CCOCC1
  -1%, -1%[10 µM], i, -6%, -6%, 5%, -3%, -4%
O=C(NC(Cc1ccccc1)c1nc2ccccc2[nH]1)C1CC(=O)N(c2ccc3c(c2)OCCO3)C1 (centres undefined)
  -1%, 0%, -9%, 5%, 0%, -22%, -7%, 7%
CC(/C=C/c1ccccc1)=N\NC(=O)c1cc(C)[nH]n1
  0%, -34%, i, ?, -7%, nt, -8%, 8%
Cc1ccccc1Nc1nnc(SCC(=O)NC2CCCc3ccccc32)s1 (centres undefined)
  0%, 34%[10 µM], -5%, -14%, -7%, 1%, 3%, -9%
Cc1cccc(N2C(=O)CC(N3CCN(Cc4ccc5c(c4)OCO5)CC3)C2=O)c1 (centres undefined)
  6%, -4%, 18%, -5%, -3%, -6%, -2%, 2%
CN(C)Cc1ccccc1-c1cncnc1NCc1cccs1
  -5%, 5%, -33%, 2%, -1%, nt, 4%, -13%
CC1=Nc2ccccc2/C1=C\c1nc(-c2ccc(C(F)(F)F)cc2)oc1O
  -1%, -5%, -11%, 13µM*, 11µM*[quencher], -1%, 3%, 4%
CCOc1ccc(-c2c(=O)n(OCc3nc4ccccc4[nH]3)c3ccccc3[n+]2[O-])cc1
  0%, -4%[10 µM], -5%, -21%, -18%, 1%, -5%, -11%
Cc1ccc(C)c(OCCOCCN2CC(C)OC(C)C2)c1C (centres undefined)
  2%, -7%, -2%, -13%, -5%, nt, 0%, 8%
CC(C)CC(=O)Nc1ccccc1N1CCN(c2ccc(F)cc2)CC1
  -1%, -24%, -2%, ?, -20%, nt, 6%, -5%
CCCN(CCC)C(=O)CSc1nc2c(sc(=S)n2-c2ccc(OCC)cc2)c(=O)[nH]1
  -1%, -19%, 1%, 1%, -9%, nt, -1%, -1%
O=C(Nc1ccccc1)N1CCc2scc[n+]2-c2ccccc21
  -1%, nt, -5%, ?, -12%, 1%, ?, 1%
CC(C)CSc1nc2ccccc2c(=O)[nH]1
  1%, -5%[10 µM], -7%, -12%, -8%, -1%, -4%, -5%
CCCc1nc2c(sc3nc4c(cc32)COC(C)(C)C4)c(=O)n1Cc1ccco1
  3%, -22%, -6%, -3%, 0%, -8%, 7%, 5%
Cc1cccc(NC(=O)c2cccc3c2C(=O)c2ccccc2-3)c1
  4%, 0%, i, -9%, -15%, -11%, 1%, 6%
COc1ccc(-c2onc(C)c2-c2cnn(-c3ccccc3)c2)c(O)c1
  -2%, 2%[10 µM], -1%, -3%, -7%, -23%, 3%, -10%
COc1cc(-c2[nH]ncc2CN2CCN(Cc3cccs3)CC2)cc(OC)c1OC
  -4%, -22%, 0%, -10%, -4%, -11%, 2%, -5%
O=C1C2C3c4ccccc4C(c4ccccc43)[C@@H]2C(=O)N1c1nc(-c2ccccc2)cs1 (some centres undefined)
  -5%, 32%[10 µM], 5%, 5%, 8%, -13%, 7%, 3%
O=C(Nc1cccc(-c2nc3cccnc3s2)c1)c1ccco1
  -4%, -55%[inhibitor], -6%, 10%, -8%, -1%[11.4 µM], -7%, 0%
CCCCNC(=S)Nc1cccc(C(C)=O)c1
  -5%, 13%[10 µM], -1%, 1%, -5%, 7%, -5%, 2%
CCCc1c(O)nc(SC2CC(=O)N(c3ccc(OC)cc3)C2=O)[nH]c1=O (centres undefined)
  -1%, -2%[10 µM], 5%, -3%, -8%, 3%, 0%, 1%
CCOC(=O)CNC(=O)Cc1ccc(Cl)cc1
  -1%, 15%[10 µM], -2%, -7%, -10%, 6%, -5%, -8%

Screens: PubChem, National Center for Advancing Translational Sciences (NCATS)

A portion of the library (hit frequency here may not be typical).
